# High-throughput results as filed in PubChem BioAssay.
# aSyn yeast rescue = rescues yeast growth from alpha-synuclein toxicity | S. cerevisiae alpha-synuclein toxicity rescue, BacTiter-Glo growth, 24 h | Potency, µM (doses to about 46.1 µM), for the others: at the top dose growth rescue (activation), hits mostly activators | actives 0.02% (n = 94,000) | AID 1347070; active = well fitted activation curve with a large enough effect; inconclusive = small, poorly fitted or top-dose-only effect; also: 0% is about no effect
#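 Growth restoration measured by BacTiter-Glo luminescence after 24 hr at 30 deg C; alpha-synuclein yeast, raffinose-pregrown to mid-log, were added at OD600=0.02 in galactose medium onto pinned compounds.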
# * = called active by the depositor; ? = inconclusive; & = joins results of further samples; [ ] = dose if it differs, or a comment. Potency is read from the fitted curve at half-maximal effect. This is a subset (hit frequency here may not be typical).
# The first three compounds as a preview:
SMILES,aSyn yeast rescue
COc1ccc(OCC(=O)N2CCN(Cc3cccc(OC)c3OC)CC2)cc1,3%
COc1ccc(OC(=O)N(C)C[C@H]2OCc3cnnn3CCCC(=O)N([C@H](C)CO)C[C@@H]2C)cc1,-2%
COc1cc2c(cc1OC)C13CCN4CC5=CCOC6CC(=O)N2C1C6C5CC43 (stereo unspecified) (tested in a mixture with another compound),1%

# The whole of this part, previewed entries included:
SMILES,aSyn yeast rescue
COc1ccc(OCC(=O)N2CCN(Cc3cccc(OC)c3OC)CC2)cc1,3%
COc1ccc(OC(=O)N(C)C[C@H]2OCc3cnnn3CCCC(=O)N([C@H](C)CO)C[C@@H]2C)cc1,-2%
COc1cc2c(cc1OC)C13CCN4CC5=CCOC6CC(=O)N2C1C6C5CC43 (stereo unspecified) (tested in a mixture with another compound),1%
C[C@]12CCC3C(CCC4=C/C(=N/OCC(=O)NC(CCC(N)=O)C(=O)O)CC[C@@]43C)C1CCC2O (stereo partly specified),7%
COc1cc(C(c2c(O)c3ccccc3oc2=O)c2c(C)n(C)n(-c3ccccc3)c2=O)ccc1O (stereo unspecified),-9%
COc1ccc(OCC(=O)N2CCN(CCc3ccccn3)CC2)cc1,6%
COc1ccc(C2C=C(C)Oc3c2c(=O)oc2ccccc32)cc1OC (stereo unspecified),-7%
O=C(O)c1[nH]c(=O)[nH]c(=O)c1F,-7%
Cc1ccccc1-n1nc(C)c2c1NC(=O)CSC2c1ccc(Cl)cc1 (stereo unspecified),-1%
COc1ccc(Cn2c(O)c(/C=N/NC(=O)c3ccncc3)c(=O)[nH]c2=O)cc1,-8%
O=C(Cc1ccccc1)NC(Oc1ccccc1Cl)C(Cl)(Cl)Cl (stereo unspecified),-4%
O=C1NC(=O)C(CCc2ccncc2)(CCc2ccncc2)C(=O)N1Cc1ccccc1,-2%

# Reprinted from the part before: 4 entries; new compounds follow.
SMILES,aSyn yeast rescue
Cc1ccccc1-n1nc(C)c2c1NC(=O)CSC2c1ccc(Cl)cc1 (stereo unspecified),-1%
COc1ccc(Cn2c(O)c(/C=N/NC(=O)c3ccncc3)c(=O)[nH]c2=O)cc1,-8%
O=C(Cc1ccccc1)NC(Oc1ccccc1Cl)C(Cl)(Cl)Cl (stereo unspecified),-4%
O=C1NC(=O)C(CCc2ccncc2)(CCc2ccncc2)C(=O)N1Cc1ccccc1,-2%
CCOc1c(Cl)cc(CNC(C)C(O)c2ccccc2)cc1OC (stereo unspecified),-4%
CC(NS(C)(=O)=O)c1nnc2n1-c1ccc(Br)cc1C(c1ccccc1Cl)=NC2 (stereo unspecified),-3%
Cc1ccc(C(C)C)c(OCC(=O)N2CCN(CCc3ccncc3)CC2)c1,1%
O=c1c2ccccc2nc(/C=C\c2ccccc2[N+](=O)[O-])n1-c1ccccc1O,15%
Cc1cc(OCC(=O)N2CCN(CCc3ccncc3)CC2)cc(C)c1Cl,-8%
Cc1ccc2c(c1)Oc1ccccc1N=C2,13%
CCOc1ccc2nc(NC(=O)c3cccn(Cc4ccccc4)c3=O)sc2c1,8%
O=C1NC(=O)C(Sc2ccccc2[N+](=O)[O-])C(=O)N1,-25%
C[C@@H]1CN([C@H](C)CO)C(=O)CCCn2nncc2CO[C@@H]1CN(C)C(=O)Oc1cccc2ccccc12,9%
CC1(C)CC(CCNCc2ccc3c(c2)OCO3)(Cc2ccccc2)CCO1 (stereo unspecified),3%
Cc1ccc(OC(=O)N(C)C[C@@H]2OCc3cnnn3CCCC(=O)N([C@@H](C)CO)C[C@H]2C)cc1,5%
CN1CCN2c3ccc(N)cc3CC3(C(=O)NC(=O)NC3=O)C2C1 (stereo unspecified),-6%

# Next section; the last 2 above are carried over.
SMILES,aSyn yeast rescue
Cc1ccc(OC(=O)N(C)C[C@@H]2OCc3cnnn3CCCC(=O)N([C@@H](C)CO)C[C@H]2C)cc1,5%
CN1CCN2c3ccc(N)cc3CC3(C(=O)NC(=O)NC3=O)C2C1 (stereo unspecified),-6%
O=c1c2ccccc2nc(/C=C/c2ccc(F)cc2)n1-c1ccccn1,3%
COc1ccc(C2C3C=CC(C3)C2C(=O)O)cc1 (stereo unspecified),-2%
Cc1ccc(Cn2cccc(C(=O)Nc3nc4ccc(C)cc4s3)c2=O)cc1,-6%
O=C(COC(=O)Cc1ccccc1)NCCNC(=O)COC(=O)Cc1ccccc1,-10%
CCOc1ccc(CN(CCc2ccc3c(c2)OCO3)Cc2ccc(CC)cc2)cc1,-10%
CN(C)C(=O)Oc1cccc(OCc2n(C)c3ccccc3[n+]2C)c1,-13%
c1ccc(C2(NC3=NCCO3)CCCCC2)cc1,-1%
c1ccc(N2[C@@H]3CC[C@H]2c2ccccc2C3)cc1,7%
CCOc1ccc(Cl)cc1CNCCc1ccc(F)cc1,5%
CN1C(=O)C(=Cc2ccc(Sc3ccccc3)o2)C(=O)N(C)C1=S,11%
Cn1cc(/C=C2\C(=O)NC(=O)N(c3ccccc3)C2=O)c2ccccc21,-1%
CC(=O)c1c(C)n(Cc2ccccc2Cl)c2ccc(O)cc12,-6%
CN1CCCC2c3ccccc3CCC21 (stereo unspecified),-6%
CC(=O)OC1N=C(c2ccccc2Cl)c2cc(Br)ccc2NC1=O (stereo unspecified),12%
CCCCS(=O)(=O)N1CCN(C(=N)N[N+](=O)[O-])CC1,-7%
CCN(CC)C(=O)c1ccc2c(c1)C1C=CCC1C(C(=O)O)N2 (stereo unspecified),-10%
S=C1Nc2ccccc2Sc2ccccc21,8%
COc1ccc(CCNCc2cc(OC)cc(OC)c2)cc1,0%
Cc1ccc(-[n+]2c(Cc3nn(-c4ccccc4)c(C)[n+]3-c3ccc(C)cc3)nn(-c3ccccc3)c2C)cc1,1%
O=C(O)COc1ccccc1/C=C1\C(=O)NC(=O)N(CCC2=CCCCC2)C1=O,10%
O=C(O)CCn1cc(C=C2C(=O)NC(=S)NC2=O)c(-c2cccc(Cl)c2)n1,-3%
COc1ccc(C)cc1NC(=O)c1cccn(Cc2ccccc2Cl)c1=O,-5%
CC(=O)NCC1=C(c2ccc3ccccc3c2)C[C@@H]2CC[C@H]1N2Cc1ccco1,-11%
O=C(Cn1cc(C=C2C(=O)NC(=O)NC2=O)c2ccccc21)NCC1CCCO1 (stereo unspecified),-2%
CCOc1ccc(N2C(=O)/C(=C\c3cccs3)C(=O)NC2=S)cc1,-80%[inhibitor]
C=CCN1C(=O)NC(=O)/C(=C/c2ccc(OC)c(COc3ccc(NC(C)=O)cc3)c2)C1=O,3%
CNC(=O)Oc1cccc(-c2cn3cc(Cl)ccc3n2)c1,-7%
CCOc1ccccc1NC(=O)c1cccn(Cc2ccccc2C)c1=O,-4%
COc1ccc(NC(=O)CN2C(=O)CN=C(c3ccccc3)c3ccccc32)c(OC)c1,6%
C=CCn1c(O)c(/C=C2\C=Nc3ccccc32)c(=O)[nH]c1=O,-2%
Cc1ccc(-n2c(/C=C/c3ccc(Br)s3)nc3ccccc3c2=O)cc1C,?
O=C1CC(=O)N(Cc2ccccc2)C(=S)N1,-4%
CC(=NCCCO)c1c(O)[nH]c(=O)[nH]c1=O,2%
CCOC(=O)C1(c2ccccc2)CCN(CCC(=O)Nc2ccc(OC)cc2)CC1,-5%
CCOP(=S)(OCC)Oc1cc(C)oc(=O)c1Cl,-2%
COc1cccc(CCNCc2ccc(SC)cc2)c1,-6%
Cn1c(=O)n(C)c2cc(CNCCc3ccccc3)ccc21,-11%
COc1ccc(OC)c(CN2CCCC(C(=O)c3sccc3C)C2)c1 (stereo unspecified),6%
CCCC1=Nc2cc(C(=O)NC3CCC(C)CC3)ccc2Sc2ccccc21 (stereo unspecified),-5%
CC(=O)C1C2c3ccccc3O[C@@]1(C)N=c1s/c(=C/c3ccoc3)c(=O)n12 (stereo partly specified),-4%
Cc1cc(N=Nc2ccccc2C)ccc1N,-22%
C[C@@H]1CN([C@H](C)CO)C(=O)CCCn2nncc2CO[C@H]1CN(C)C(=O)Oc1cccc2ccccc12,3%
CCN(CC)CC(O)c1ccc(C2CCCC2)cc1 (stereo unspecified),-3%
Cc1ccc(-n2c(/C=C/c3ccccc3)nc3ccccc3c2=O)cc1C,1%
N#Cc1ccc(NC(=O)CCNC(=O)c2ccco2)cc1Cl,-4%
O=C1C=C(N2CC2)c2ccccc2C1=O,-10%
O=C(Nc1ccc(Br)cc1C(=O)c1ccccc1)c1ccccc1,5%
COc1ccc(-n2c(O)c(/C(C)=N/Nc3ccccc3)c(=O)[nH]c2=O)cc1,-2%
C=CCn1c(O)c(/C(C)=N/N2CCN(C)CC2)c(=O)[nH]c1=O,-5%
COC(=O)c1nc(-c2ccc3c(n2)C(=O)C(N)=C(OC)C3=O)c(N)c(-c2ccc(OC)c(OC)c2O)c1C,-4%
CCP(=S)(CC)c1ccc(N(C)C)cc1,9%
CN(C)C(=Nc1ccccc1)P(=S)(N(C)C)N(C)C,6%
Cc1cc(C=C2C(=O)NC(=O)NC2=O)c(C)n1-c1cccnc1,-3%
Cc1cccc(-n2c(O)c(C=Nc3ccc(Br)cn3)c(=O)[nH]c2=O)c1,1%
Cc1oc(-c2ccccc2Cl)nc1CN1C(=O)CN=C(c2ccccc2)c2cc(Cl)ccc21,-11%
O=C1OCCC1C(=O)c1ccccc1 (stereo unspecified),-4%
O=C(COc1cccc(Cl)c1)N1CCN(CCc2ccncc2)CC1,-5%
C=CCn1c(O)c(C=NCCCn2ccnc2)c(=O)[nH]c1=O,-8%
COc1cccc(NC(=O)N2CCC3(CC2)OCCO3)c1,7%
Cn1c(O)c(C=Nc2ccccc2-c2ccccc2)c(=O)n(C)c1=O,-2%

# Compounds listed so far with a thiophene ring, fused or not:
SMILES,aSyn yeast rescue
CCOc1ccc(N2C(=O)/C(=C\c3cccs3)C(=O)NC2=S)cc1,-80%[inhibitor]
Cc1ccc(-n2c(/C=C/c3ccc(Br)s3)nc3ccccc3c2=O)cc1C,?
COc1ccc(OC)c(CN2CCCC(C(=O)c3sccc3C)C2)c1 (stereo unspecified),6%

# (listing goes on)
SMILES,aSyn yeast rescue
NS(=O)(=O)c1cccc(N2CCNCC2)c1,1%
CNc1cc(Cl)c2nonc2c1[N+](=O)[O-],13%
COc1ccc(C(c2c(O)c3ccccc3oc2=O)c2c(C)n(C)n(-c3ccccc3)c2=O)cc1 (stereo unspecified),-2%&3%
O=[N+]([O-])c1ccc(N(CCO)CCO)c2c1no[n+]2[O-],-30%[inhibitor]
CCN(CC)C(=O)c1ccc(NC(=O)COc2ccc(-c3nn(C)c(=O)c4ccccc34)cc2)cc1,6%&2%
N=C1c2ccccc2CN1c1ccc(F)c([N+](=O)[O-])c1,-5%
O=C(CCC(=O)N1CCC2(CC1)OCCO2)Nc1nnc(C2CCCCC2)s1,13%
CC12CC[C@H]3[C@@H](CCC4(O)C[C@H](O)CCC34/C=N/NC(=O)Cc3ccccc3)C1(O)CCC2C1=CC(=O)OC1 (stereo partly specified),4%
C[C@H](CO)N1C[C@H](C)[C@@H](CN(C)C(=O)Oc2ccccc2)OCc2cnnn2CCCC1=O,-5%
COc1cc(C(=O)N/N=C/C23CC[C@@H](O)CC2(O)CC[C@@H]2[C@@H]3CCC3(C)C(C4=CC(=O)OC4)CCC23O)ccc1O (stereo partly specified),3%
Fc1ccc(C(OCCN2CCCC2)c2ccc(Br)cc2)cc1 (stereo unspecified),6%
Cc1ncc([N+](=O)[O-])n1CCOC(N)=O,-8%
CC(=O)c1cccc(NC(=O)c2cccn(Cc3cccc(C)c3)c2=O)c1,5%
Cc1cccc2sc(NC(=O)c3cccn(Cc4ccccc4)c3=O)nc12,-1%
CC1N=C(c2ccccc2)c2cc(Br)ccc2NC1=O (stereo unspecified),5%
CN(C)C1(CNC(=O)c2cc(S(=O)(=O)N3CCOCC3)c(Cl)cc2Cl)CCCCC1,3%
CCC(=O)N1N=C(c2c(O)n(CCc3ccccc3)c(=O)[nH]c2=O)CC1c1ccc(OC)c(OC)c1 (stereo unspecified),-9%
O=[N+]([O-])c1ccc(-c2ccccc2)c([As](=O)(O)O)c1,-12%
Cc1ccc(-n2c(=O)[nH]c3ccc(Br)cc3c2=O)cc1,-6%
N#Cc1cc2c(nc1SCC(=O)Nc1cccc(C(F)(F)F)c1)C1CCN2CC1,-6%
Cc1ccccc1Cn1cccc(C(=O)Nc2nc3ccccc3s2)c1=O,-3%
O=C(Nc1ccc(OC(F)(F)F)cc1)c1cccn(Cc2ccccc2Cl)c1=O,1%
COC(=O)C1=C(c2cccc(OCc3ccccc3)c2)C[C@@H]2CC[C@H]1N2C,12%
O=C(Nc1ccc(Cl)cc1C(=O)c1ccccc1)c1cc(Cl)cc(Cl)c1,-12%
c1cnc2c(c1)ncn2C1CCNCC1,-3%
c1cc2c(cc1[C@H]1OCC3C1CO[C@@H]3c1ccc3c(c1)OCO3)OCO2 (stereo partly specified),-1%
COc1ccc(OC)c(N=Cc2c(O)n(Cc3ccccc3)c(=S)[nH]c2=O)c1,7%
Nc1nc(SCCC(F)=C(F)F)n[nH]1,3%
OCCOc1ccccc1,1%
O=S1(=O)N(Cc2ccccc2)CCCN1Cc1ccc(F)cc1Cl,7%
NCCCC(=O)OC1N=C(c2ccccc2Cl)c2cc(Br)ccc2NC1=O (stereo unspecified),5%
O=c1[nH]c(=S)[nH]c(O)c1N=Nc1cccc(S(=O)(=O)N2CCOCC2)c1,-1%
COC(=O)c1ccc(N2CCN(C)CC2)c([N+](=O)[O-])c1,-6%
